# Source: PubChem BioAssay (several laboratories)
# Rpn11 block = inhibitors of human proteasome Rpn11; calls only at 20 µM; 0.59% of 360,000 active; human 26S proteasome, Ub4-pepOG fluorescence polarization; 20S core pre-blocked with epoxomicin;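 active means inhibition at 20 µM, scaled to each plate's controls, above about 33%, limit read from the data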
# Scp-1 inhibitor = Scp-1 (human) phosphatase inhibition | Recombinant Scp1, phosphopeptide, malachite green phosphate absorbance | inhibition, % at 20 µM | 0.88% of 340,000 active;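 active means inhibition above about 50% at 20 µM, limit read from the data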;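 further: plate controls were DMSO wells with enzyme for no effect and wells lacking enzyme for full effect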
# Target sequence (Q9GZU7 76-261 limits assumed): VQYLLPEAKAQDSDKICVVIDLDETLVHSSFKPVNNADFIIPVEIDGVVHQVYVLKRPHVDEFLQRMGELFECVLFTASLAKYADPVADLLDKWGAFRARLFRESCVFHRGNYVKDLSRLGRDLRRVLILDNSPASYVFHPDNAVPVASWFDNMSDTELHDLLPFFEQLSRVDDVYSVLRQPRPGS
#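 Test system: SCP-1 phosphatase catalytic domain, residues 76-261; measured by: colorimetric phosphate reagent with accelerator and stabiliser, absorbance at 630 nm; timing: enzyme reaction 45 min at room temperature, colour 5 min, stabilisation 30 min; also added: Phosphorylated 17-residue peptide substrate; compound dosing: one concentration, 20 µM, with 1.0% DMSO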
# CSN deneddyl inh = blocks human CSN-mediated cullin deneddylation | Purified CSN, SCF-Nedd8-OG deneddylation, fluorescence polarization | inhibition, % at 12.5 µM | 0.38% of 360,000 active | AID 651999;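 active means pattern-corrected inhibition above about 35%, with an unprinted fluorescence ratio check between 0.5 and 1.5, limit read from the data, passing the limit was not always enough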;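 further: 0% = enzyme with substrate and 100% = substrate without enzyme; some results filed as inactive read as strong as hits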
#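 Schedule: reaction 90 min, room temperature / Assay system: HEK293T-derived human Csn5 enzyme / Input: Csn5 at 0.24 nM final / Measure: inhibition of Csn5 cleavage, % / Control set: substrate-only high control, full reaction low control / Technique: fluorescence polarization of the substrate / Buffer or medium: Tris/NaCl/DTT buffer, pH 7.5 / Reagent: SCFSkp2-Nedd8OG substrate at 10 nM final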
# DNMT1 block = blocks human DNA methyltransferase DNMT1; P26358; DNMT1 molecular beacon, Hinp1I cleavage, fluorescence; inhibition (reported as % activation of signal), % at 10 µM; 0.83% of 360,000 active; AID 588458; in the data active means inhibition above about 50%
# NadD block = inhibitors of Staphylococcus aureus NadD | purified NadD enzyme, colorimetric absorbance read-out | inhibition, % at 20 µM | 0.78% of 360,000 active; in the data active means inhibition above about 26%; further: some compounds past the cut are filed as inactive
# MLLE-PAM2 inh = inhibitors of microRNA-mediated deadenylation, human PABP1 MLLE binding; P11940; GST-MLLE / FITC-PAM2 fluorescence polarization; inhibition, % at 20 µM; 0.36% of 360,000 active; AID 588489; in the data active means inhibition above about 35%, passing the limit was not always enough;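 further: plate controls were DMSO wells with GST-MLLE for no effect and wells lacking GST-MLLE protein for full effect; some results filed as inactive read as strong as hits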
# TbMetRS inhib = blocks T. brucei methionyl-tRNA synthetase activity; inhibition, % at 11.9 µM; purified T. brucei MetRS, ATP depletion, Kinase-Glo luminescence; 0.4% of 360,000 active; AID 624268;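 active means inhibition above a per-plate cutoff of the control wells' mean inhibition plus 3 SD, cut at about 5.5% in these data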;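 further: 0% = DMSO wells median and 100% = median of wells with control inhibitor compound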
#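 Test system: purified T. brucei MetRS enzyme. Also added: ATP, methionine and E. coli bulk tRNA substrates. Compound: 11.9 µM single point. Schedule: 15 min enzyme-compound preincubation, 2 h reaction, 10 min detection, 25 °C. Signal: luciferase luminescence of residual ATP, Kinase-Glo. Evaluation: percent inhibition versus plate control medians. Controls: DMSO wells, low control.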
# SUMO1-SIM PPI = SUMO1-SIM interaction modulation | SUMO1 binding to a labelled peptide, TR-FRET, 1 h | P63165 | 0.33% of 360,000 active | inhibition, % at 20 µM; in the data active means inhibition above about 37%
# Target sequence (P63165 whole entry, looked up): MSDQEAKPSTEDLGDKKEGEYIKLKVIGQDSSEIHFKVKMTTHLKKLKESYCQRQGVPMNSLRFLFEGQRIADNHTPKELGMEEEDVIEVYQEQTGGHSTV
# STEP block = STEP (human) phosphatase inhibition; inhibition, % at 20 µM; P54829; 0.25% of 360,000 active; recombinant STEP, OMFP fluorogenic substrate, fluorescence;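 active means inhibition at 20 µM, scaled per plate between control wells, above about 37%, limit read from the data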;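 further: 0% = DMSO with enzyme and substrate and 100% = substrate only without enzyme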
# Target sequence (P54829 whole entry, looked up): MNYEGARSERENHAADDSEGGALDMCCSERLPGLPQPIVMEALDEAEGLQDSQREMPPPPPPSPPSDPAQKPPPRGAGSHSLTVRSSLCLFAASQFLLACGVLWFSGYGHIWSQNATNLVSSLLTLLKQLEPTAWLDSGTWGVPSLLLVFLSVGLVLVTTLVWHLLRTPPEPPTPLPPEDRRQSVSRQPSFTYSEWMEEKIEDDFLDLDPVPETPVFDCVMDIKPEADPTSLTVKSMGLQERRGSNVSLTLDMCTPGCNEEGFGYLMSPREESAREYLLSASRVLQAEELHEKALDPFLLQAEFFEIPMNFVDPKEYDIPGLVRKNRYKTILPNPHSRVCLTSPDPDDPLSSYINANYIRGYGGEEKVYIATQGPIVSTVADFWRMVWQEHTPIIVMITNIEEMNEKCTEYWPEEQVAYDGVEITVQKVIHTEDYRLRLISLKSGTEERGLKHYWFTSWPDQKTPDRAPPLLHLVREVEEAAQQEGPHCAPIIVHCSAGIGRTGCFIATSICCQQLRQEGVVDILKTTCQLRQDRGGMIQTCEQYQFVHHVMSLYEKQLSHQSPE
#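 Also added – OMFP at 25 µM · Test system – STEP tyrosine phosphatase · Technique – FITC-channel fluorescence of OMFP product · Schedule – 20 min at room temperature, dark · Evaluation – control-normalized % inhibition with plate pattern correction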
# LMPTP inh = LMPTP (human) inhibition | 0.22% of 360,000 active | P24666 | inhibition, % at 20 µM | recombinant LMPTP-A, OMFP fluorogenic substrate, fluorescence intensity;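 active means compounds that cut the enzyme signal by at least half of the control window in the single-dose screen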;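 further: plate controls were DMSO wells with enzyme plus substrate for no effect and substrate without enzyme for full effect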
# Target sequence (P24666 whole entry, looked up): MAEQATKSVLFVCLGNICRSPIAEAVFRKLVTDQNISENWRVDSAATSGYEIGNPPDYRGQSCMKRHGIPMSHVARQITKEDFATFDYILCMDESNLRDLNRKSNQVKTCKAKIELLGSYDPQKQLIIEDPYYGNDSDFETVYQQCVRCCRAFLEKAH
#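 material = LMPTP-A | quantity = 0.625 nM enzyme | reagent = OMFP substrate, 400 µM final | buffer or medium = Bis-Tris pH 6.0, DTT, detergent | detection = endpoint fluorescence intensity from OMFP dephosphorylation | dosing = single 20 µM dose | read-out basis = % inhibition relative to no-enzyme and uninhibited control wells | control set = no-enzyme and uninhibited controls | timing = 50 min at room temperature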
# * marks the source's active call; other numbers are inactive results; i = inactive; x = not tested or not shown. Rows are unselected; overall some 3.6% were active at least once.
structure	STEP block	NadD block	Rpn11 block	SUMO1-SIM PPI	LMPTP inh	CSN deneddyl inh	TbMetRS inhib	MLLE-PAM2 inh	Scp-1 inhibitor	DNMT1 block
CCOCc1cnc(C)nc1NCC(=O)c1c(C)[nH]c2ccc(OC)cc12	-3	2	i	1	-0.3	-1	0.2	-102	35	-3
CC1=NCCN1S(=O)(=O)c1cc(Cl)ccc1Cl	-3	-5	i	-5	-0.9	-1	-1.0	2	-1	2
Cc1ccc(C(=O)NCC(=O)NCC(=O)OCC(=O)c2ccc(Br)cc2)cc1	-2	4	i	1	0.1	-1	0.3	4	9	2
CN1CCN(c2nc3ccccn3c(=O)c2/C=C(\C#N)S(=O)(=O)c2ccc(Cl)cc2)CC1	2	-4	i	-21	-0.8	0	-0.1	-18	-10	0
CC(=O)N1CCN(c2ccc(Oc3ncnc4sccc34)cc2)CC1	1	-3	i	-5	-0.9	4	0.2	-1	-15	-4
CC1CN(Cc2cc(=O)[nH]c(C(C)C)n2)CC(C)O1 (stereo not drawn)	-1	-4	i	-2	-1.0	-1	-0.9	2	3	2
COc1cc(/C=N/NC(=O)c2ccncc2)ccc1OC(=O)c1ccco1	-1	0	i	-11	-1.3	0	-0.2	6	-1	3
O=C(c1ccco1)N1CCCN(Cc2nc(-c3ccc4c(c3)OCO4)no2)CC1	17	-3	i	11	4.3	3	-0.3	4	-5	-2
O=C(Nc1cccc(Cl)c1)c1nc[nH]c1C(=O)NCCN(CCNC(=O)c1[nH]cnc1C(=O)Nc1cccc(Cl)c1)CCNC(=O)c1[nH]cnc1C(=O)Nc1cccc(Cl)c1	-4	59*	i	-8	1.9	-5	0.2	0	-2	-16
O=c1o[nH]c(-c2ccccc2)c1N=Nc1c(F)cccc1Cl	3	-3	i	-11	0.2	0	0.8	14	-13	0
COc1ccc(CCN(Cc2ccccn2)C(=S)Nc2ccccc2C)cc1OC	1	-5	i	3	-1.5	1	3.0	-1	-4	0
Cc1cc(C)c(N2C(=O)CC(Sc3ccccc3N)C2=O)c(C)c1 (stereo not drawn)	1	5	i	-1	-0.4	-2	-0.3	21	x	-3
O=C(CN(C(=O)CSc1nnc(COc2ccccc2)o1)c1ccc(F)cc1)NC1CCCC1	4	-3	i	1	-0.5	-1	-0.1	11	-14	1
CCOc1ccc(N(CC(=O)NCCc2ccc(Cl)cc2)S(=O)(=O)c2c(C)[nH]c(=O)[nH]c2=O)cc1	-2	1	i	13	1.3	-4	-0.3	1	2	1
CN(C)S(=O)(=O)c1ccc(Cl)c(C(=O)OCC(=O)c2ccco2)c1	4	2	i	-3	0.0	1	0.2	9	-3	4
Cc1ccc2oc(=O)cc(CN3CCOCC3)c2c1	-2	2	i	1	-1.1	-6	-0.8	7	4	3
Cc1ccc(C(=O)c2cc3ccccc3o2)cc1	-1	-12	i	-21	-0.2	0	-0.5	4	-5	4
CC(=O)c1cccc(NC(=O)C2C3C=CC(C3)C2C(=O)O)c1 (stereo not drawn)	2	8	i	1	-0.1	-4	-0.6	-1	-3	1
CCN1C(=O)C(CC(=O)Nc2ccc(OC)cc2)N(CCc2ccc(F)cc2)C1=S (stereo not drawn)	-8	-9	i	-2	1.5	5	39*	14	-5	4
CN1CCN(c2ccccc2NC(=O)c2sc3ccccc3c2Cl)CC1	1	-10	i	0	0.2	0	0.2	3	1	-1
COc1ccc(S(=O)(=O)Nc2cccc(-c3ccc4nncn4n3)c2)c(OC)c1	6	0	i	-13	0.7	0	0.6	26	-3	-1
CCN(CC)CCCNC(=S)N1CCC(c2nc3ccccc3[nH]2)CC1	19	-1	i	1	1.7	0	0.0	-90	-8	-10
Cc1nn(-c2ccccc2)c(N)c1Sc1ccccc1[N+](=O)[O-]	0	-1	i	-21	-0.1	-15	-1.6	7	6	2
COc1ccc(S(=O)(=O)N2CCOC2CNC(=O)C(=O)NCC(C)C)cc1 (stereo not drawn)	2	0	i	3	-1.0	0	0.1	-6	-17	2
O=S(=O)(Nc1ccc2cn[nH]c2c1)c1ccccc1	-4	-1	i	0	-0.4	-6	-0.1	-7	-4	-5

# Sorted by value in NadD block (high to low): some entries from above.
mol	NadD block
CC(=O)c1cccc(NC(=O)C2C3C=CC(C3)C2C(=O)O)c1 (stereo not drawn)	8
Cc1cc(C)c(N2C(=O)CC(Sc3ccccc3N)C2=O)c(C)c1 (stereo not drawn)	5
CCOCc1cnc(C)nc1NCC(=O)c1c(C)[nH]c2ccc(OC)cc12	2
CCN(CC)CCCNC(=S)N1CCC(c2nc3ccccc3[nH]2)CC1	-1
O=C(c1ccco1)N1CCCN(Cc2nc(-c3ccc4c(c3)OCO4)no2)CC1	-3
CC1=NCCN1S(=O)(=O)c1cc(Cl)ccc1Cl	-5

# Arranged by count of non-hydrogen atoms (smallest number first): some entries from above
structure	STEP block	NadD block	Rpn11 block	SUMO1-SIM PPI	LMPTP inh	CSN deneddyl inh	TbMetRS inhib	MLLE-PAM2 inh	Scp-1 inhibitor	DNMT1 block
CC(=O)c1cccc(NC(=O)C2C3C=CC(C3)C2C(=O)O)c1 (stereo not drawn)	2	8	i	1	-0.1	-4	-0.6	-1	-3	1
CN1CCN(c2nc3ccccn3c(=O)c2/C=C(\C#N)S(=O)(=O)c2ccc(Cl)cc2)CC1	2	-4	i	-21	-0.8	0	-0.1	-18	-10	0
O=C(CN(C(=O)CSc1nnc(COc2ccccc2)o1)c1ccc(F)cc1)NC1CCCC1	4	-3	i	1	-0.5	-1	-0.1	11	-14	1

# The list continues.
structure	STEP block	NadD block	Rpn11 block	SUMO1-SIM PPI	LMPTP inh	CSN deneddyl inh	TbMetRS inhib	MLLE-PAM2 inh	Scp-1 inhibitor	DNMT1 block
CN(C)c1cccc(C(=O)NCc2ccccc2)c1	-1	1	i	4	1.4	-2	-0.1	12	-1	3
CCOc1ccc(-c2c[n+]3c(n2-c2ccccc2)CCCCC3)cc1	0	7	i	4	-2.9	4	-0.7	-3	12	2
O=[N+]([O-])c1ccc(Sc2n[nH]c(-c3ccco3)n2)nc1	0	-2	i	-16	0.4	3	-0.7	-7	-1	3
CCC1=C(OC(=O)N(CC)CC)N2C(=O)OC(=NCC(=O)OC)[C@]2(C)[C@H]2C1=CC[C@H]1C(=O)N(C)C(=O)[C@H]12	0	3	i	17	5.0	8	0.1	2	-3	2
Cc1ccccc1-c1nc(CS(=O)CC(=O)NCCN2CCOCC2)c(C)o1 (stereo not drawn)	-2	-3	i	2	-2.3	-3	0.0	27	-8	3
CN(Cc1ccc(C(C)(C)C)cc1)C(=O)C1CSC2(C)CCC(=O)N12 (stereo not drawn)	-2	7	i	-6	-8.1	-2	0.0	5	-8	1
N#Cc1ccccc1OCC(=O)Nc1ccc2c(c1)OCCCO2	2	-12	i	3	-0.2	-2	0.2	0	-5	1
CC1CCN(C(=O)CN2C(=O)NC(C)(c3ccc4ccccc4c3)C2=O)CC1 (stereo not drawn)	-3	-4	i	-4	-0.9	0	-0.4	0	-5	0
Cc1ccn2c(CN3CCOCC3)c(-c3ccccc3)nc2c1	-3	-3	i	1	-0.5	6	-1.4	6	-14	1
COCCNC(=O)CCc1c(C)nc2c(-c3ccc(F)cc3)c(C)nn2c1C	-1	2	i	3	0.1	6	-1.2	5	-9	3
COC(=O)CCC(=O)c1oc2ccccc2c1N	-3	-5	i	-15	-0.6	-4	-0.6	5	-2	-1
O=C1c2ccccc2C(Nc2ccc(F)c(Cl)c2)N1Cc1ccco1 (stereo not drawn)	3	4	i	6	0.9	2	-1.0	-11	-12	-16
COCCNc1nnc(SCC(=O)NC(=O)c2ccccc2OC)s1	0	1	i	2	-0.7	-1	-0.2	27	36	-3
CCOC(=O)[C@@H]1[C@H]2COc3cc(OC)ccc3[C@H]2N2C(=O)N(c3ccc(C)cc3)C(=O)[C@]12C	2	-10	i	5	-1.0	0	-0.2	3	-18	2
CCOC(=O)C(NCc1ccccc1OC)(NC(C)=O)C(F)(F)F (stereo not drawn)	0	4	i	-3	-0.9	-3	0.0	12	-6	-2
COc1ccc(S(=O)(=O)NCC2CCCN(C(=O)c3cccnc3C)C2)cc1 (stereo not drawn)	-1	3	i	0	-1.9	8	-1.7	3	11	4
COc1ccc(S(=O)(=O)Nc2ccc3c(c2)C(=O)N([C@H](C)CO)C[C@H](C)[C@@H](CN(C)S(=O)(=O)c2c(C)noc2C)O3)cc1	0	-3	i	5	2.0	-1	-0.3	12	-6	-1
CC1=NN(C(N)=S)C(=O)C1N=Nc1c(Br)cc(Br)cc1Br (stereo not drawn)	8	6	i	-12	-0.2	5	-0.2	37	3	-11
O=C(Nc1ccc(OCC(=O)N2CCC(Cc3ccccc3)CC2)cc1)c1ccco1	2	5	i	-2	0.0	3	0.0	-12	0	-4
CCN(CC(=O)NCc1cccs1)c1nnnn1-c1ccccc1	-2	0	i	1	-0.8	-1	0.3	-4	-4	1
C[C@H](CO)N1C[C@H](C)[C@@H](CN(C)C(=O)NC2CCCCC2)Oc2ncc(Br)cc2C1=O	-1	-5	i	2	-0.5	2	-0.6	0	x	3
Cc1ccc(S(=O)(=O)N2CC(C)C(=O)CC2C)cc1 (stereo not drawn)	-3	0	i	1	-0.8	-5	-0.8	3	-1	0
COc1ccc(N=C2SC(CC(=O)Nc3ccccc3OC)C(=O)N2Cc2ccco2)cc1 (stereo not drawn)	0	-2	i	0	2.2	-3	0.5	2	1	2
CC(=O)c1sc(N2CCOCC2)nc1-c1ccccc1	0	1	i	-14	-1.2	-1	3.4	0	-1	0

# Taken from above:
# NadD block result of COc1ccc(S(=O)(=O)NCC2CCCN(C(=O)c3cccnc3C)C2)cc1 (stereo not drawn) stands at 3
# TbMetRS inhib result of COc1ccc(N=C2SC(CC(=O)Nc3ccccc3OC)C(=O)N2Cc2ccco2)cc1 (stereo not drawn) stands at 0.5
# MLLE-PAM2 inh result of CCN(CC(=O)NCc1cccs1)c1nnnn1-c1ccccc1 stands at -4
# MLLE-PAM2 inh result of CC1CCN(C(=O)CN2C(=O)NC(C)(c3ccc4ccccc4c3)C2=O)CC1 (stereo not drawn) stands at 0
